SDO1 yeast rescue – restores growth of sdo1-depleted yeast. S. cerevisiae sdo1-depleted JHY4D growth rescue, OD600 30 h; active compounds read high; pdr5 snq2 efflux-pump mutant strain. z-score at 10 µM. hit rate 0.21% among 140,000. AID 817;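 active = z-score above 3 at both the 24 hr and the 30 hr optical density reads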;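 also: z-score against mean and SD of all compound wells on the same plate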
INS promoter inh – TRM-6 insulin promoter activity inhibition; hit rate 0.9% among 130,000; AID 1273; inhibition, % at 2 µM; TRM-6 cells (human fetal islet line), insulin promoter-eGFP reporter, imaging; reporter expression induced with tamoxifen;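 active = inhibition above the mean plus 3 SD, with well images judged a real hit on visual review, cut at about 60% in these data, passing the limit was not always enough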
SDO1 yeast rescue Rescue 24 h – second read-out of SDO1 yeast rescue, no call of its own (marks repeat the call); z-score; S. cerevisiae sdo1-depleted JHY4D growth rescue, OD600; measured here: growth rescue at 24 h;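 0 is the plate mean of compound wells and units are plate SD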
Active calls of the source: *; . = no result given.

Sequence of screens: SDO1 yeast rescue Rescue 24 h, INS promoter inh, SDO1 yeast rescue
O=C(CCSCCC(=O)Nc1ccccc1F)Nc1ccccc1F
 : 0.46, -6.7, 0.7
NCCCCCc1nnc(SCc2cccc(Cl)c2)o1
 : 0.84, ., 1.22
COc1ccc(NC(C)=O)c2nc(C)c(C)nc12
 : 0.47, 0.0, 0.98
CN(C(=O)c1ccc2c(c1)C(=O)N(CCC1=CCCCC1)C2=O)C1CCCCC1
 : 2.8, ., -1.22
CCn1c(SCc2ccc(Cl)cc2)nc2nc3c(cc2c1=O)CCCC3
 : -0.79, 25.9, -0.9
CC(=O)Oc1ccc2c(c1)cc(C)n2C
 : 1.35, -68.7, 1.48
O=C(Nc1ccc2c(c1)OCCO2)C1CC1c1ccccc1 (stereo not given)
 : -1.33, -26.1, -1.25
CC1(C)CC(=O)C(C(=O)/C=C/c2ccco2)C(=O)C1
 : ., 20.0, .
Cc1cccc(NC(=O)c2nc(-c3ccccc3)n(-c3ccccc3)n2)c1C
 : -0.28, -10.8, -1.26
CC(=O)Nc1ccc(S(=O)(=O)Nc2cccc(-c3nc4ccccc4o3)c2)cc1
 : -0.85, 54.2, -0.46
CCOC(=O)c1c(NC(=O)CSc2nc3ccccc3o2)sc(C)c1C
 : -0.39, ., -0.68
COc1ccccc1/C=C/C(=O)OCC(=O)NNC(=O)c1ccccc1
 : 0.03, 20.0, 0.93
Cc1ccc(S(=O)(=O)N2CCN(C(=O)C3COc4ccccc4O3)CC2)cc1C (stereo not given)
 : 0.89, ., 0.05
Cc1cc(C)c2nc(Cl)c(CN(Cc3ccco3)C(=O)Nc3ccccc3C)cc2c1
 : 0.04, 0.0, -0.18
O=C(c1ccc(Br)o1)N1CCN(Cc2ccc3c(c2)OCO3)CC1
 : -0.46, 46.7, 0.07
CCOC(=O)C1=C(N)N2C(=O)C(C)SC2=C(C(=O)OCC)C1c1ccccc1 (stereo not given)
 : -1.37, ., -1.21
Nc1nnc(CSCc2ccc(F)cc2)s1
 : 0.08, ., 0.1
CCNCc1ccccc1OCc1ccccc1
 : ., 0.0, .
O=C(NCCOc1ccc(F)cc1)c1ccccc1SCc1ccccc1
 : -0.81, -18.4, -0.57
Cc1[nH]c(=O)cc2ccccc12
 : 1.01, ., 1.15
Cn1c(SCC(=O)N2CCCC2)nc2cccnc21
 : ., 0.0, .
CCCN1CCCc2cc(CN(CCCN3CCOCC3)C(=O)Nc3ccc(OCC)cc3)ccc21
 : -0.23, 27.8, -0.01
C=CCN1C(=O)C(Cc2ccc(F)cc2)S/C1=N/N=C/c1ccco1 (stereo not given)
 : 0.35, -25.9, -0.14
COc1ccc(OC)c(/C=C/C(=O)OCC(=O)Nc2cccc(C(C)=O)c2)c1
 : -0.36, 0.0, -0.66
Cc1noc(C)c1C(=O)N1CCCC(C(=O)c2ccc(Cl)cc2)C1 (stereo not given)
 : ., 21.7, .
O=C(Nc1nc(-c2ccco2)c(-c2ccco2)s1)C1CCC1
 : -1.07, -28.0, -1.7
CN(C)c1cccc(C(=O)OCC(=O)NCc2ccco2)c1
 : -0.78, 39.5, -0.39
COc1ccc(N(Cc2cc3cccc(C)c3[nH]c2=O)S(C)(=O)=O)cc1
 : 0.11, 20.0, 0.61
O=C(c1sc2cc(F)ccc2c1Cl)N1CCN(c2ccccc2)CC1
 : -0.09, 20.0, -0.14
Cc1cc(C(=O)OCC(=O)N2CCCC2)c2ccccc2n1
 : -0.14, 34.4, 0.14
Cc1ccc(OCCCCN2CCCCC2)c(Br)c1
 : 3.79, -30.8, 0.41
CCSc1nnc2ccc(-c3cccs3)nn12
 : ., -44.4, .
COC(=O)C1CCN(C(=O)c2sc3nc(-c4ccccc4)cn3c2C)CC1
 : -0.63, -21.4, -0.55
Cc1cnc(NC(=O)C2CCCO2)s1 (stereo not given)
 : 0.19, 2.8, 1.39
CC1CN(Cc2ccccc2)c2nc3c(c(=O)n(C)c(=O)n3C)n2C1 (stereo not given)
 : -0.47, 22.6, -0.81
CC(C)c1ccc(/C=N/NC(=O)c2c(Cl)cnn2C)cc1
 : 5.82*, -30.2, 5.07*
CCCC(=O)Nc1nc2nc(C)cc(=O)n2[nH]1
 : 0.45, 9.4, 0.7
NC(=O)Cc1c[nH]c2cccc(O)c12
 : -0.09, ., 0.86
COC(CNC(=O)CCc1c(C)nc2c(-c3ccc(F)cc3)c(C)nn2c1C)OC
 : 0.11, -221.4, 0.94
COc1ccc(/C=N/Nc2ccc([N+](=O)[O-])cc2S(=O)(=O)N2CCN(C)CC2)cc1
 : 0.33, ., -0.55
O=C(CS(=O)(=O)c1cn(Cc2cccc(F)c2)c2ccccc12)N1CCCCC1
 : -0.7, 5.3, -0.45
C/C(=N\N1CCN(C)CC1)c1ccc(OC(F)F)cc1
 : ., 75.0*, .
Cc1ccc(C(=O)Nc2ccc(CC(=O)O)cc2)o1
 : -0.12, -28.1, 0.33
O=C(O)Cc1ccc(NC(=O)c2cnccn2)cc1
 : ., 28.6, .
CCOC(=O)N1CCN(CC(O)COCC2=CCC3CC2C3(C)C)CC1 (stereo not given)
 : 1.01, -7.1, 0.08

Single entries from the entries so far.
SDO1 yeast rescue Rescue 24 h, `NC(=O)Cc1c[nH]c2cccc(O)c12` = -0.09
SDO1 yeast rescue, `COc1ccc(/C=N/Nc2ccc([N+](=O)[O-])cc2S(=O)(=O)N2CCN(C)CC2)cc1` = -0.55
INS promoter inh, `C/C(=N\N1CCN(C)CC1)c1ccc(OC(F)F)cc1` = 75.0*

Carrying on:
Sequence of screens: SDO1 yeast rescue Rescue 24 h, INS promoter inh, SDO1 yeast rescue
Cc1ccc(C)n1-c1ccc(C(=O)NN)cc1
 : 0.89, ., 0.64
O=C(O)c1ccc(-n2cccn2)c([N+](=O)[O-])c1
 : ., -35.3, .
O=C(N/N=C/c1ccccc1F)c1csc2c1CCCC2
 : 0.2, ., -0.6
CC1(C)N=C2C(=[N+]1[O-])CCC/C2=N\O
 : -0.42, ., -0.03
CCCCC(=O)Nc1ccc(C(=O)Nc2cccnc2)cc1
 : 1.45, 71.4, 0.61
CC(NCc1cccs1)c1ccccc1 (stereo not given)
 : ., 25.0, .
Cc1cccc(N2CCN(C(=O)c3cc4c(=O)[nH]c5ccccc5c4n3C)CC2)c1C
 : ., -250.0, .
COCCNC(=O)c1ccccc1NC(=O)c1ccccc1N(C)S(C)(=O)=O
 : -0.73, -42.3, 0.85
c1coc(CNc2c3c(nc4ncnn24)CCCC3)c1
 : 1.97, 0.0, 1.89
O=C(CN1CCN(Cc2cccc(Cl)c2)C1=O)NCc1ccccn1
 : 0.52, ., 0.41
COC(=O)Cc1c(C)nc2nc(-c3ccc(OC)cc3)[nH]n2c1=O
 : 0.49, ., 0.72
CC(C)=CC(=O)OCC(=O)Nc1ccc(F)cc1Cl
 : -0.93, ., -1.08
COCCn1c(SCC(=O)Nc2sccc2C(N)=O)nnc1-c1ccncc1
 : ., 35.7, .
CCCC(NC(=O)CNC(=O)C(C)(C)C)C(=O)O (stereo not given)
 : -0.27, -1.3, 0.26
Cc1ccc2c(c1)N(CC(=O)N1CCc3ccccc3C1)C(=O)CO2
 : -0.85, ., -0.64
O=C(NC(NC(=S)Nc1cccc(Cl)c1)C(Cl)(Cl)Cl)OCc1ccccc1 (stereo not given)
 : 1.56, ., -0.95
O=C1C2CC=C(Cl)CC2C(=O)N1CCc1ccccc1 (stereo not given)
 : 0.88, -17.8, 0.07
CC(C)N(C)CCOC(=O)c1ccccc1Cl
 : 0.05, -7.1, -0.04
CCC(=O)c1ccc(OCC(O)CN2CCN(C(c3ccccc3)c3ccccc3)CC2)cc1 (stereo not given)
 : -1.24, -14.3, -1.96
COc1cc(C=O)ccc1Oc1nnnn1-c1ccc(C(N)=O)cc1
 : 0.07, -21.4, 0.35
CCC(C)(C)n1nnnc1C(c1ccccc1)N1CCN(C2CCCC2)CC1 (stereo not given)
 : -0.29, -15.4, 0.33
O=C(Nc1ccc(N2CCOCC2)cc1)C1CCN(S(=O)(=O)c2ccc3c(c2)OCCO3)CC1
 : ., -15.0, .
O=C(CCc1ccccc1)Nc1cc(Cl)ccc1O
 : -0.66, -67.9, -1.02
CCc1ccccc1NC(=O)c1cnc2n(c1=O)CCS2
 : 1.15, ., 1.19
CN(C)/C=N/c1nccc(-c2cccs2)n1
 : ., -22.2, .
CCN(CC)S(=O)(=O)c1ccc(N2CCOCC2)c(NC(=O)c2ccccc2F)c1
 : ., 27.8, .
Cc1oc2nc(SCCCC(=O)NCCCO)nc(N)c2c1C
 : 0.7, ., 1.04
O=C(O)c1cccc(N2C(=S)N=C(Nc3ccccc3)C23CCCCC3)c1
 : ., 5.9, .
CCn1c(-c2ccc(C)cc2)n[nH]c1=S
 : 0.61, -11.1, 0.59
O=C(O)CCC(=O)N(Cc1cccnc1)Cc1cccc(F)c1
 : -1.08, 27.3, -0.53

3 compounds already listed, arranged by their value in INS promoter inh, highest first.
Sequence of screens: SDO1 yeast rescue Rescue 24 h, INS promoter inh, SDO1 yeast rescue
Cc1cc(C(=O)OCC(=O)N2CCCC2)c2ccccc2n1
 : -0.14, 34.4, 0.14
CCN(CC)S(=O)(=O)c1ccc(N2CCOCC2)c(NC(=O)c2ccccc2F)c1
 : ., 27.8, .
COc1ccc(OC)c(/C=C/C(=O)OCC(=O)Nc2cccc(C(C)=O)c2)c1
 : -0.36, 0.0, -0.66

Going on with the list:
Sequence of screens: SDO1 yeast rescue Rescue 24 h, INS promoter inh, SDO1 yeast rescue
COC(=O)[C@@]1(Cc2ccc(F)cc2)[C@H]2c3cc(C(=O)N(C)C)n(CCSCCO)c3C[C@H]2CN1C(=O)c1ccccc1
 : 0.31, -30.0, 0.14
COc1ccc(OCCCC(=O)Oc2ccc(OC)cc2)cc1
 : -0.34, ., -0.39
Nc1ncnc(NCc2ccccc2)c1[N+](=O)[O-]
 : -0.48, -15.4, -0.06
CCn1c(SCC(=O)N/N=C/C=C\c2ccccc2[N+](=O)[O-])nnc1-c1ccccc1
 : -0.37, -158.1, 0.05
Cn1cccc1/C=C1\CC(C(C)(C)C)C/C(=C\c2cccn2C)C1=O (stereo not given)
 : -0.18, -13.9, -1.06
COc1ccc(-c2nc(SCc3ccccc3)n(C(=O)c3ccco3)n2)cc1
 : 0.8, ., -1.05
C=C(C)CNC(=S)Nc1nc2c(cc1C(=O)OCC)CCCC2
 : -0.35, -40.7, -0.9
COc1cc(C(=O)Nc2ccc(O)cc2C(=O)O)ccc1OC(C)=O
 : -0.34, ., 0.73
O=C(Nc1ccsc1C(=O)N1CCCCCC1)c1ccccc1
 : 0.35, 6.5, 0.19
CC(C)(C)NC(=O)CSc1nnc(Cc2ccc3c(c2)OCO3)n1C1CCCCC1
 : 1.28, -46.1, 0.83
Cc1nc(NC(=O)COC(=O)C2=NNC(=O)CC2)c(Cl)cc1Cl
 : ., -6.7, .
COc1ccccc1C(=O)NC1CCCCCCC1
 : -0.8, -15.0, -0.94
CCCCSc1nc(SCC(=O)NCc2ccco2)c2c3c(sc2n1)COC(C)(CC)C3 (stereo not given)
 : -1.52, -7.7, -1.38
COC(=O)c1cc(OC)c(OC)cc1NC(=O)c1c(-c2ccccc2)noc1C
 : -0.82, -5.3, -1.49
COCCOC(=O)C1=C(C)N(Cc2ccccc2)C(=O)NC1c1cccc(OC)c1OC (stereo not given)
 : -0.11, -42.4, 0.36
O=C(NNC(=O)C(c1ccccc1)c1ccccc1)c1cccs1
 : -0.18, 62.5, 0.32
CN1C(=O)c2ccccc2C(C(=O)O)C1c1cn(C)c2ccccc12 (stereo not given)
 : -0.06, ., 0.22
Cc1ccc(/C=N/NC(=O)CSc2nc3ccccc3n2C)s1
 : 0.12, 16.7, -0.34
O=C1c2ccccc2CN1CCNC(=S)NC1CCCCC1
 : ., -100.0, .
Cc1cc(Nc2ccccc2)c2c([N+](=O)[O-])c(C)cc(C)c2n1
 : -0.55, 7.7, -0.86
CCNc1nc(NC(C)C)nc(OCC)n1
 : 0.64, 72.2*, 0.87
COC(=O)C1C(c2ccc(Br)cc2)Nc2nnc(C(F)(F)F)n2C1(C)O (stereo not given)
 : ., 28.6, .
CCOc1ccc(N=CC2=C(O)CC(c3ccco3)CC2=O)cc1 (stereo not given)
 : -0.53, 52.6, -0.15
CCOC(=O)/C(=C\C=C1/Sc2ccccc2N1CC)C(C)=O
 : -0.56, -55.2, -0.34
COc1cc(/C=C/C(=O)Nc2ccccc2C(F)(F)F)cc(OC)c1OC
 : -0.56, ., -0.42
O=[N+]([O-])c1ccc(/C=C/c2nc3ccc([N+](=O)[O-])cc3[nH]2)cc1
 : -0.66, ., -1.54
C/C=C/c1ccc(OCCCn2cncn2)c(OC)c1
 : -1.8, -46.9, -1.58
Cn1c(=NC(=O)COc2ccccc2)sc2ccccc21
 : ., 0.0, .
CS(=O)(=O)NN1C(=O)c2ccccc2NC1c1cccc2cccnc12 (stereo not given)
 : 1.27, -10.0, 0.97
CC1=C(C(=O)OC2CCCC2)C(c2ccc(C)o2)C2=C(CC(c3cccs3)CC2=O)N1 (stereo not given)
 : -1.8, -25.0, -1.56
Cn1nnnc1SCC(=O)Nc1ccccc1[N+](=O)[O-]
 : 0.07, 0.0, 0.01
Cc1cc(NC(=O)Nc2cccc(C(F)(F)F)c2)no1
 : -0.78, 55.0, -0.87
COc1ccc(-c2cc(C(=O)NCc3cn(C)nc3C)c3ccccc3n2)cc1OC
 : -0.57, -35.7, 0.72
Cc1cc(C)cc(N(CC(=O)N2CCOCC2)S(=O)(=O)c2ccccc2)c1
 : -0.86, -72.0, -0.79

Assay outcomes as filed in PubChem BioAssay.
